ADAM10 inh: inhibitors of human ADAM10; recombinant ADAM10, EDANS/DABCYL FRET peptide cleavage, 3 h; 370,000 tested, 0.62% active; O14672; inhibition, % at 7 µM;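 active = inhibition above a per-campaign cutoff equal to the mean of compounds falling between control-based bounds plus 3 SD, cut at about 20% in these data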;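 also: 0% = DMSO wells while the 100% control is not disclosed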
PLCb3 inh: blocks human PLC-beta3 enzyme activity; Q01970; Purified PLC-beta3, fluorogenic substrate, fluorescence; inhibition, % at 12.2 µM; 370,000 tested, 0.18% active; in the data active = inhibition above about 11%;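 also: 0% = median of compound wells on plate and 100% = full blocker control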
ASAP1 GAP inh: blocks human ASAP1-stimulated Arf1 GTP hydrolysis. Q9ULH1. GDP FP detection. inhibition, % at 16.5 µM. 360,000 tested, 0.19% active; in the data active = inhibition above about 25%;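 also: 0% = vehicle with enzyme and substrate and 100% = no enzyme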
TDP2 inh: blocks human TDP2 phosphodiesterase activity; O95551; recombinant TDP2, T5PNP hydrolysis, p-nitrophenol absorbance 415 nm; inhibition, % at 12.8 µM; 370,000 tested, 0.34% active;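 active = inhibition above the mean of all tested compounds plus 3 SD, set per campaign, cut at about 25% in these data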;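 also: 0% = DMSO with enzyme and 100% = buffer with substrate but no TDP2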
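Read-out basis: percent inhibition. System: recombinant human TDP2. Buffer or medium: Mg2+-containing Tris-HCl buffer, pH 7.5. Repeats: single replicate. Timing: reaction 2 h, 37 °C. Benchmarks: high control without enzyme, low control DMSO plus TDP2. Probe or stimulus: 5 mM T5PNP. Doses: 12.8 µM only. Measured by: epi absorbance of p-nitrophenol freed from T5PNP by hydrolysis.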
SIAE inh: blocks human sialic acid acetylesterase. Q9HAT2. SIAE FP-Rh probe binding, fluorescence polarization. inhibition, % at 9.66 µM. 370,000 tested, 0.69% active. AID 1053197;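 active = inhibition above a cutoff: mean of compounds within the control limits plus 3 SD of those, cut at about 17% in these data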;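 also: 0% = plate median of compound wells and 100% = probe without SIAE protein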
ADAM17 inh: ADAM17 inhibition, QFRET primary screen; AID 720648; 370,000 tested, 0.83% active; recombinant ADAM17, EDANS/DABCYL FRET peptide cleavage; P78536; inhibition, % at 6.95 µM;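 active = inhibition above the mean of compounds lying between control limits plus 3 SD, set per campaign, cut at about 8.5% in these data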;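 also: 0% = DMSO-only wells as the low control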
Target sequence (P78536 215-824 limits assumed): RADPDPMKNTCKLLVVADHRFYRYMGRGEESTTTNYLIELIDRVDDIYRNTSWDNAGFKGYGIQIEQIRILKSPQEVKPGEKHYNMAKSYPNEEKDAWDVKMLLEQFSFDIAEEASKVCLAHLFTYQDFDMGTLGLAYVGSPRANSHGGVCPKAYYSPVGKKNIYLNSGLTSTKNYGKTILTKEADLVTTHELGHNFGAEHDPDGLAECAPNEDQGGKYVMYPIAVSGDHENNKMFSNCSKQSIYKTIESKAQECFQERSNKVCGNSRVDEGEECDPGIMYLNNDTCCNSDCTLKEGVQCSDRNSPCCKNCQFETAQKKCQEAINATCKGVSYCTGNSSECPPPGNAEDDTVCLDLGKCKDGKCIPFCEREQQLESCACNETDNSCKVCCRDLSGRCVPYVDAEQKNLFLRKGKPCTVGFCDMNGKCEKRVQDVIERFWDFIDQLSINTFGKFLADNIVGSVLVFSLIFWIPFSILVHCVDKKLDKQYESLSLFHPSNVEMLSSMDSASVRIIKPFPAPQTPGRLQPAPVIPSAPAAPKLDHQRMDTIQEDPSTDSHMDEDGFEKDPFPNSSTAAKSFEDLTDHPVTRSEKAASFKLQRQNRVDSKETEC
ARFGAP1 inh: inhibits rat ARF GTPase activating protein 1 | Q62848 | Arfgap1-stimulated ARF1 GTP hydrolysis, GDP FP detection | inhibition, % at 16.5 µM | 360,000 tested, 0.26% active | AID 651572;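 active = inhibition above a per-plate limit, mean inhibition of low control wells plus 3 SD, cut at about 25% in these data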;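 also: 0% = DMSO wells with enzyme and 100% = wells lacking Arfgap1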
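Assay system: Rat Arfgap1 GAP domain (His6, aa 1-136), purified enzyme | Buffer or medium: HEPES 25 mM pH 7.5, NaCl 150 mM, MgCl2, DTT | Schedule: GTP hydrolysis reaction 2 h at 25 °C | Signal: FP of antibody-bound GDP Alexa 633 tracer, ex 620/em 688 nm | Measure: Percent inhibition of Arfgap1-stimulated GTP hydrolysis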
PLCg1 inh: inhibitors of human phospholipase C gamma1; P19174; purified PLC-gamma1, fluorogenic substrate, fluorescence; inhibition, % at 12.2 µM; 370,000 tested, 0.84% active; AID 720700; in the data active = inhibition above about 9.5%
DDE Tn6 FP inh: disrupts Tn6 cyclic peptide binding to fibrin D-Dimer-E complex. P02675. Fibrin DD(E) TRITC-Tn6 fluorescence polarization displacement. inhibition, % at 8.3 µM. 370,000 tested, 0.21% active;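 active = inhibition above a per-campaign cutoff: mean of compounds within control limits plus 3 SD, cut at about 15% in these data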;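 also: 0% = median of all compound wells on the plate and 100% = blocking peptide control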
Target sequence (P02675 whole entry, looked up): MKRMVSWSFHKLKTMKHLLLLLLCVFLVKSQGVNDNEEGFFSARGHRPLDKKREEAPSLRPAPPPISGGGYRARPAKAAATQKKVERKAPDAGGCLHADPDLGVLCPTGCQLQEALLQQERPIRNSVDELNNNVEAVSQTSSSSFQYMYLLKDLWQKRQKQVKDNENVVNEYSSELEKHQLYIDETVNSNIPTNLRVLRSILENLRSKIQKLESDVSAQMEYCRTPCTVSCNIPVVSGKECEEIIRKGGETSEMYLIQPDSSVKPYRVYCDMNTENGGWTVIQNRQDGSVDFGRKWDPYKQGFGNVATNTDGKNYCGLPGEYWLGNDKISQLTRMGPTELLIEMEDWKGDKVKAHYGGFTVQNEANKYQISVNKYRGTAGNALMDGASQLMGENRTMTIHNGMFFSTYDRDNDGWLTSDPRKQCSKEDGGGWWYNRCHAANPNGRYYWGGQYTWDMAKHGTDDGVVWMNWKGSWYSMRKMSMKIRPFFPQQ
DDE Tn7 FP inh: disrupts Tn7 cyclic peptide binding to fibrin D-Dimer-E complex; FP displacement of FITC-Tn7 peptide from fibrin DD(E); 0% = median of compound wells per plate; AID 720508; inhibition, % at 8.3 µM; 370,000 tested, 0.13% active;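 active = inhibition above the mean of compounds falling within the control limits plus 3 SD of them, cut at about 14% in these data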;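 also: 0% = plate median of compound wells and 100% = 10 µM Aha-Tn7 peptide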
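Assay system: human fibrin DD(E). Input: DD(E) 2 µM final. Medium: Tris buffer with calcium and detergent, pH 7.8. Compound dosing: single point at 8.3 µM. Timing: 10 min plus 3 h, room temperature. Technique: fluorescence polarization of the labelled Tn7 tracer. Read-out: percent inhibition. Replicates: singlicate testing.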
Numbers without * were called inactive.

SMILES | ADAM10 inh | PLCb3 inh | ASAP1 GAP inh | TDP2 inh | SIAE inh | ADAM17 inh | ARFGAP1 inh | PLCg1 inh | DDE Tn6 FP inh | DDE Tn7 FP inh
COc1ccc(C(=O)NC2=Nc3ccccc3N=C(C)C2c2ccccc2)cc1 (configuration not stated) | 0 | -1 | 2 | 11 | -10 | -7 | 12 | -4 | -2 | -6
O=C(OCCc1cc2ccccc2c(=O)o1)N1CCOCC1 | -16 | -4 | -1 | -1 | -3 | 1 | 4 | 2 | -2 | 2
O=C(NCCC1=CCCCC1)C1CCCN(c2nc3ccccc3o2)C1 (configuration not stated) | 0 | -3 | 20 | -15 | -3 | -4 | 8 | 1 | -2 | -8
C=CCNC(=O)COC(=O)c1ccc(Cl)c(S(=O)(=O)N(Cc2ccccc2)c2ccccc2)c1 | 22* | 3 | 7 | -10 | -15 | 12* | 9 | 8 | -1 | -9
O=C(Nc1ccc(C(=O)O)cc1)/C(=C\c1ccc([N+](=O)[O-])cc1)NC(=O)c1ccco1 | 3 | 1 | -2 | 3 | 6 | -2 | 10 | 1 | 2 | -9
CCOc1ccc(CCNC(=O)COC(=O)CNS(=O)(=O)c2ccc(NC(C)=O)cc2)cc1OCC | -2 | -10 | -4 | 19 | 3 | -2 | -4 | -3 | -5 | -1
FC(F)(F)c1cc(-c2ccco2)nc(N2CCN(Cc3ccccc3)CC2)n1 | -1 | -4 | -2 | -9 | 2 | -2 | -10 | 0 | -1 | 5
COc1ccc(C(=O)Nc2ccc(OC)c(OC)c2)cc1 | -1 | 3 | -8 | 1 | 7 | -3 | -11 | 0 | 4 | 0
Cc1cc(NC(c2ccc(Cl)cc2)c2ccc3cccnc3c2O)no1 (configuration not stated) | 12 | -12 | -12 | -11 | 12 | 1 | 12 | -20 | 3 | 11
CNC(=S)/N=C/NOCc1c(Cl)cccc1Cl | -8 | 0 | 12 | -2 | -1 | 0 | 0 | 4 | -2 | -7

In a second layout: results already given
Compound: O=C(NCCC1=CCCCC1)C1CCCN(c2nc3ccccc3o2)C1 (configuration not stated)
  ADAM10 inh: 0	PLCb3 inh: -3	ASAP1 GAP inh: 20	TDP2 inh: -15	SIAE inh: -3	ADAM17 inh: -4	ARFGAP1 inh: 8	PLCg1 inh: 1	DDE Tn6 FP inh: -2	DDE Tn7 FP inh: -8

Compound: C=CCNC(=O)COC(=O)c1ccc(Cl)c(S(=O)(=O)N(Cc2ccccc2)c2ccccc2)c1
  ADAM10 inh: 22*	PLCb3 inh: 3	ASAP1 GAP inh: 7	TDP2 inh: -10	SIAE inh: -15	ADAM17 inh: 12*	ARFGAP1 inh: 9	PLCg1 inh: 8	DDE Tn6 FP inh: -1	DDE Tn7 FP inh: -9

One compound at a time, from the list above.
Shown for `Cc1cc(NC(c2ccc(Cl)cc2)c2ccc3cccnc3c2O)no1` (configuration not stated) → ADAM10 inh: 12; PLCb3 inh: -12; ASAP1 GAP inh: -12; TDP2 inh: -11; SIAE inh: 12; ADAM17 inh: 1; ARFGAP1 inh: 12; PLCg1 inh: -20; DDE Tn6 FP inh: 3; DDE Tn7 FP inh: 11
Shown for `FC(F)(F)c1cc(-c2ccco2)nc(N2CCN(Cc3ccccc3)CC2)n1` → ADAM10 inh: -1; PLCb3 inh: -4; ASAP1 GAP inh: -2; TDP2 inh: -9; SIAE inh: 2; ADAM17 inh: -2; ARFGAP1 inh: -10; PLCg1 inh: 0; DDE Tn6 FP inh: -1; DDE Tn7 FP inh: 5

Next part
SMILES | ADAM10 inh | PLCb3 inh | ASAP1 GAP inh | TDP2 inh | SIAE inh | ADAM17 inh | ARFGAP1 inh | PLCg1 inh | DDE Tn6 FP inh | DDE Tn7 FP inh
C=CCN(C(=O)c1cc(C)cc(C)c1)C1(C(=O)Nc2ccccc2)CCN(C(C)C)CC1 | 1 | -3 | -15 | -6 | 4 | 1 | 6 | 0 | -4 | -3
Cn1ncc(Br)c1C(=O)Nc1ccc(Cl)cn1 | 3 | 2 | -12 | 7 | 9 | -2 | 0 | -1 | 3 | -2
CC(C)=CCC[C@H](C)CC1Cc2[nH]c(=S)[nH]c(=O)c2C(c2ccc(F)cc2)O1 (some centres not stated) | 5 | 2 | -8 | -4 | -21 | 6 | -5 | 7 | -3 | 2
COc1ccc(C(=O)CN(CCC(=O)O)S(=O)(=O)c2ccc([N+](=O)[O-])cc2)cc1 | -8 | -3 | -10 | 1 | 12 | -2 | -7 | -2 | -2 | -7
CCn1c(CSCc2ccc(Cl)cc2)nnc1SCC(=O)Nc1cccc(C(=O)O)c1 | -12 | -3 | 1 | -5 | -7 | -4 | 7 | -3 | 1 | -5
O=C(Nc1nc(-c2ccccn2)cs1)C1CC1 | -6 | 2 | -9 | 2 | -4 | -2 | -17 | 0 | -4 | 0
CCc1ccc(OCC(=O)NN2Cc3ccccc3C2=N)cc1 | -8 | -4 | -14 | -3 | -7 | -4 | -11 | 1 | -3 | -3
CCC(=O)c1c(NC(CC)CO)cc(C)oc1=O (configuration not stated) | 1 | -6 | -1 | 19 | -3 | -1 | -1 | 2 | 2 | 6
C[C@H]1CN([C@@H](C)CO)S(=O)(=O)c2ccc(-c3cncnc3)cc2O[C@H]1CN(C)C(=O)NC1CCCC1 | -11 | 0 | 13 | 6 | 2 | -2 | 6 | 0 | 4 | 4
O=C(CN(CC1CCCO1)S(=O)(=O)c1ccc(S(=O)(=O)NC2CC2)cc1)Nc1ccccc1 (configuration not stated) | 3 | 1 | 5 | 10 | -3 | -1 | 2 | 3 | 2 | -3

Given with tabs: 3 of the compounds above.
compound	ADAM10 inh	PLCb3 inh	ASAP1 GAP inh	TDP2 inh	SIAE inh	ADAM17 inh	ARFGAP1 inh	PLCg1 inh	DDE Tn6 FP inh	DDE Tn7 FP inh
COc1ccc(C(=O)CN(CCC(=O)O)S(=O)(=O)c2ccc([N+](=O)[O-])cc2)cc1	-8	-3	-10	1	12	-2	-7	-2	-2	-7
CCc1ccc(OCC(=O)NN2Cc3ccccc3C2=N)cc1	-8	-4	-14	-3	-7	-4	-11	1	-3	-3
O=C(Nc1nc(-c2ccccn2)cs1)C1CC1	-6	2	-9	2	-4	-2	-17	0	-4	0

The list goes on:
SMILES | ADAM10 inh | PLCb3 inh | ASAP1 GAP inh | TDP2 inh | SIAE inh | ADAM17 inh | ARFGAP1 inh | PLCg1 inh | DDE Tn6 FP inh | DDE Tn7 FP inh
COc1ccc(N2C(=O)CC2(/C=C/c2ccccc2OC)C(=O)NC2CCCC2)cc1 (configuration not stated) | 4 | 2 | -4 | -11 | 1 | 1 | 5 | -1 | 10 | 5
CC(C)=CCC/C(C)=C/CC/C(C)=N/O | 0 | 2 | -5 | -7 | 5 | 0 | -6 | 2 | 6 | 1
O=C(COc1ccc(S(=O)(=O)N2CCOCC2)cc1Cl)NCCN1CCOCC1 | -1 | -4 | 6 | -10 | -5 | -5 | 23 | 0 | -1 | -2
CC(O)CNc1nc(NCc2ccccc2)c2cnn(C)c2n1 (configuration not stated) | -6 | -6 | 1 | -8 | 0 | 3 | -3 | -3 | -2 | 2
COc1ccc(-c2nc3n(n2)C(c2ccncc2)C(C(N)=O)=C(C)N3)cc1 (configuration not stated) | -17 | -13 | -10 | -9 | -2 | -3 | 2 | -8 | -8 | -1
CCOc1ccc(OCC(=O)OCC(=O)N2CCN(S(=O)(=O)c3ccc(C)cc3C)CC2)cc1 | 0 | -2 | -6 | 2 | 1 | -1 | -15 | 1 | -6 | 1
Cc1nn2c3ccccc3nc2n(C)c1=O | -1 | -1 | -9 | 18 | 6 | -6 | -9 | 0 | -4 | 4
O=C(O)c1ccc(S(=O)(=O)c2ccc3c(c2)C(=O)N(NC(=O)c2ccccc2)C3=O)cc1 | -9 | -4 | -1 | -3 | 0 | -6 | 4 | -4 | 1 | 1
Cc1cc(NC(=O)COC(=O)Cn2c(C)csc2=O)ccc1Br | 0 | -11 | 7 | -10 | 4 | -3 | -8 | 3 | 1 | -4
O=c1[nH]cnc2c1cnn2Cc1ccccc1Cl | 0 | -1 | -6 | -2 | 0 | -3 | -3 | 5 | -6 | 3
O=C(O)c1nc(-c2ccccc2)n(-c2cccc(C(F)(F)F)c2)n1 | -1 | -7 | 9 | 3 | 6 | -4 | -1 | -2 | 0 | -7
Cc1cc(C(=O)O)c(=O)[nH]c1C | -50 | 2 | 3 | 3 | 2 | -15 | 8 | -3 | 1 | -8
CC(=O)/C(C=Nc1noc(C)c1Br)=C(\C)O | -3 | -3 | -15 | 0 | -5 | 0 | 10 | -2 | -1 | 0
O=C(CCNC(=O)N1CC(=O)Nc2ccccc21)Nc1cccc(Cl)c1 | -1 | -15 | -6 | 9 | 7 | 4 | 3 | 3 | -2 | -2
COc1ccc(C(=O)N2CCCC(Nc3ccc(F)cc3)C2)c(OC)c1 (configuration not stated) | 4 | -9 | -4 | 12 | 9 | -4 | -17 | -1 | -8 | -2
Cc1csc(SCC(=O)O)n1 | 7 | 5 | -8 | -2 | 3 | 1 | -6 | 8 | -7 | 6
Cc1cccc(C(=O)N/N=C/c2ccc(OCC(=O)N3CCCCC3)cc2)c1 | -5 | 0 | 11 | -11 | -1 | -1 | 12 | 2 | 6 | 3
c1ccc2oc(-c3ccc(Nc4nc(N5CCOCC5)nc(N5CCOCC5)n4)cc3)nc2c1 | -41 | -12 | 9 | -14 | 9 | -11 | -2 | -2 | 0 | 0
COc1ccccc1OCC(O)CN1CCN(C(=O)c2ccccc2)CC1 (configuration not stated) | 4 | -8 | 4 | 4 | -7 | -2 | -4 | 1 | 5 | -7
Cc1cc(C(=O)OCC(=O)Nc2cc(C(F)(F)F)ccc2N2CCOCC2)c(C)o1 | 0 | 4 | 11 | 1 | -3 | 4 | 11 | 7 | -2 | -11
COCCCNC(=O)c1c[nH]c2ccc(S(=O)(=O)N3CCC(C)CC3)cc2c1=O | 0 | 1 | 7 | 11 | -1 | -2 | 4 | 2 | -5 | -1
C/C(CC(=O)Nc1ccccn1)=N\NC(=O)c1cccc(C)c1 | -108 | -19 | -4 | 1 | 1 | -28 | -3 | -7 | 4 | 3
COC(=O)C1=C(C)NC(=O)C1(NS(=O)(=O)c1ccc(C)cc1)C(F)(F)F (configuration not stated) | -3 | -1 | 5 | 7 | 1 | -1 | -2 | -3 | -3 | -1
CCC1(CC)NC(=O)N(CC(=O)OC(C)C(=O)Nc2ccc(S(N)(=O)=O)cc2)C1=O (configuration not stated) | -1 | 7 | 13 | -6 | 3 | 2 | -6 | 5 | 3 | -10

From PubChem BioAssay
